TbREL1 primary: TbREL1 RNA ligase inhibitors, primary screen, biochemical, FRET fluorescence. RNA-editing ligase 1, mitochondrial (Trypanosoma brucei brucei), P86926. TbREL1 RNA ligation. inhibition, % at 9.66 µM. 89,000 tested, 0.49% active;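 active = inhibition above the mean inhibition across all screened compounds plus 3 SD, cut at about 11% in these data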;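 note: 0% = plate median of test wells and 100% = NSC42067 control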
Target sequence (P86926 whole entry, looked up): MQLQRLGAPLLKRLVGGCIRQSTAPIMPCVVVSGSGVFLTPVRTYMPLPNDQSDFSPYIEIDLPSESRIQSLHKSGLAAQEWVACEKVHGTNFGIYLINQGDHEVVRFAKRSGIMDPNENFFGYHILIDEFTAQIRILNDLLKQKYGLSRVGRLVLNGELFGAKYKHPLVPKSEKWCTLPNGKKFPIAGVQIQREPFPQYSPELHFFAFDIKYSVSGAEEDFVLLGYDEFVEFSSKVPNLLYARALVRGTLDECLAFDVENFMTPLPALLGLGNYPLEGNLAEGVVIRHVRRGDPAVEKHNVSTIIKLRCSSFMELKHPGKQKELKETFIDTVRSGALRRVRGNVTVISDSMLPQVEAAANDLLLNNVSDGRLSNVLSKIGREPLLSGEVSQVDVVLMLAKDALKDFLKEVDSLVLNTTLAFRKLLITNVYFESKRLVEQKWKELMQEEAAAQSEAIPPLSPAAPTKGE
* hit, by the source's call.

structure | TbREL1 primary
Nc1ccc(N2CCN(Cc3ccccc3Cl)CC2)c(Cl)c1 | -1
COc1cccc(-c2nc3ccc(N4CCN(C)CC4)cc3[nH]2)c1 | 6
COc1ccccc1CN1CCCC(C(=O)c2ccccc2SC)C1 (stereo not drawn) | 1
CCCOC(=O)c1c(N)n(Cc2cccs2)c2nc3ccccc3nc12 | 0
Cc1oc(-c2cccs2)nc1CSCC(=O)N1CCC2(CC1)OCCO2 | 7
O=C(CN1CC=C(c2ccccc2)CC1)NC(=O)NCc1ccccc1 | 3
COCCO[C@H]1CCC2C3CC=C4C[C@@H](O)CC[C@]4(C)C3CC[C@@]21C (stereo partly drawn) | -2
Cc1ccc(CN2CCCC(C(=O)c3sccc3C)C2)o1 (stereo not drawn) | 2
CC[C@H](C)[C@@H]1OC(=O)[C@H](C(C)C)N(C)C(=O)[C@H](C(C)C)NC(=O)[C@@H](C)[C@@H](CCCC#CBr)OC(=O)[C@H](C(C)C)N(C)C(=O)C2CCCN2C1=O (stereo partly drawn) | -2
CCCNC(=O)N1[C@H]2CC[C@@H]1C(C(=O)OC)=C(c1cccc(C#N)c1)C2 | 2
COc1ccc(-n2c(O)c(C(C)=NCCN3CCNCC3)c(=O)[nH]c2=O)cc1 | 2
N[C@@H](Cc1c[nH]c2ccccc12)c1nnc(SCc2ccc(F)cc2)o1 | 0
C[C@]12CC[C@H](O)CC1=CCC1C2CC[C@]2(C)C(=O)[C@H](Br)CC12 (stereo partly drawn) | 2
COc1ncccc1C(=O)NCC(CC(=O)O)c1ccccc1 (stereo not drawn) | 3
COC(=O)C1=C(c2cc3ccccc3s2)C[C@@H]2CC[C@H]1N2C(=O)NC(C)C | -1
CN1CCN(c2cc(N3CCCC3)c([N+](=O)[O-])cc2F)CC1 | -1
COc1cc(/C=C/c2nc3ccccc3c(=O)n2-c2cccc(O)c2)ccc1O | -4
CN1CCN(c2cc(N3CCCCCC3)c(F)cc2[N+](=O)[O-])CC1 | 1
Cc1cc(C(=O)OCC(=O)Nc2cccc(F)c2)c(C)n1C1CC1 | -5
CC(=NC1CCN(Cc2ccccc2)CC1)c1c(O)n(C)c(=O)n(C)c1=O | 1
Cc1cccc(N2C(=O)NC(=O)/C(=C\c3cnn(-c4ccccc4)c3)C2=O)c1 | 3
c1ccc(C2CN3CCC2CC3)cc1 (stereo not drawn) | 2
COC(=O)C1=C(c2ccc(OCc3ccccc3)cc2)C[C@@H]2CC[C@H]1N2C(=O)NCc1cccc(C(F)(F)F)c1 | -1
COC(=O)C1=C(c2c(C)noc2C)C[C@@H]2CC[C@H]1N2C(=O)NCCOc1ccc(OC)cc1 | -1
Cc1ccc(Sc2ccc(C=C3C(=O)N(C)C(=O)N(C)C3=O)o2)cc1 | -2
Fc1cccc(F)c1-c1nc(-c2ccc(Cl)cc2)no1 | 0
CNC(=O)O/N=C(\N)Cc1csc2ccccc12 | -1
CCC(C)n1c(O)c(/C=N/N2CCOCC2)c(=O)[nH]c1=S (stereo not drawn) | -4
COC(=O)C1=C(c2ccc(-c3ccccc3)c(F)c2)C[C@@H]2CC[C@H]1N2C(=O)N1CCC(C)CC1 | 3
Cc1c(N=Cc2c(O)n(Cc3ccc(F)cc3)c(=O)[nH]c2=O)c(=O)n(-c2ccccc2)n1C | -3
COC(=O)C1=C(c2cccc(OC)c2OC)C[C@@H]2CC[C@H]1N2C(=O)NCc1ccc(C(F)(F)F)cc1 | -1
C[C@@H]1COc2cccc(N3CCN(C)CC3)c2S(=O)(=O)N1 | -1
COC(=O)C1=C(c2cccc(OCc3ccccc3)c2)C[C@@H]2CC[C@H]1N2C(=O)NCc1ccc(Br)cc1 | 1
CCOC(=O)c1c(N)n(Cc2ccc(OC)cc2)c2nc3ccccc3nc12 | -1
OCCNCCc1c[nH]c2ccc(OCc3ccccc3)cc12 | 3
Cc1ccc2c(c1)N(CCC(=O)N1CCC3(CC1)OCCO3)C(=O)C(C)O2 (stereo not drawn) | 4
C=CCOC(=O)C1=C(C)OC(N)=C(C#N)[C@@]12C(=O)N(CC(N)=O)c1ccccc12 | 2
O=C1NC(=O)C(=Cc2ccc(OCC(=O)N3CCOCC3)cc2)C(=O)N1 | -3
COc1cc(N2CCOCC2)ccc1/C=C1\C(=O)NC(=O)N(Cc2ccc3c(c2)OCO3)C1=O | -2
O=c1[nH]c(=O)n(-c2ccc(Cl)cc2)c(O)c1C=Nc1ccc(S(=O)(=O)Nc2nccs2)cc1 | -4
O=C(N/N=C/c1c(O)n(CCc2ccccc2)c(=O)[nH]c1=O)c1ccccc1O | -5
CCOc1cc(C2C(C#N)=C(N)Oc3c2c(=O)oc2ccccc32)ccc1OC(=O)c1cccs1 (stereo not drawn) | 0
C1CNC2NCCNC2N1 (stereo not drawn) | 0
CCCCN1C(=O)NC(=O)/C(=C/c2cnc(SC)nc2)C1=O | -1
O=P(C(Cl)Cl)(N1CCCCC1)N1CCCCC1 | -3
COC(=O)C1=C(c2ccc(Cl)c(C(F)(F)F)c2)C[C@@H]2CC[C@H]1N2C(=O)NCCNC(C)=O | -1
Cc1[nH]c2ccc(OC(F)(F)F)cc2c1CCNCc1cccc([N+](=O)[O-])c1 | 0
COC(=O)C1=C(c2cc3ccccc3s2)C[C@@H]2CC[C@H]1N2C(=O)NCCCOC(C)C | -2
O=S(=O)(c1cc(Cl)cc(Cl)c1)N1Cc2cc(N3CCOCC3)ccc2-n2nncc2C1 | 3
CCn1c(C)c(C(=O)Nc2ccc(OC)cc2)c2cc(OC)ccc21 | -2
O=C1NC(=O)C(=Cc2cc3c(cc2[N+](=O)[O-])OCO3)C(=O)N1 | 5
CC(C)CCOC(=O)c1c(N)n(CC2CCCO2)c2nc3ccccc3nc12 (stereo not drawn) | 3
COC(=O)C1=C(c2cccc(OC)c2OC)C[C@@H]2CC[C@H]1N2C(=O)N1CCC(O)CC1 | -2
CCC(=NCc1ccc(F)cc1)c1c(O)n(C)c(=O)n(C)c1=O | -1
N/C(=N/[N+](=O)[O-])N1CCN(C(=O)c2ccc(Cl)cc2)CC1 | 2
COc1cc2c(cc1OC)C(C(=O)NC(C)C)C1CCCCN1C2=O (stereo not drawn) | 1
C[C@]12CCC3C(CC[C@H]4C[C@@H](O)CC[C@]34C)C1C[C@@H](O)[C@@H]2O (stereo partly drawn) | 5
CCNc1nc(Cl)nc(NC(C)C)n1 | 2
COC(=O)C1=C(c2ccc(OC)c(OC)c2)C[C@@H]2CC[C@H]1N2C(=O)NCC1CC1 | -1
CCC(=O)N1CCN(CCN=Cc2c(O)n(C)c(=O)n(C)c2=O)CC1 | -2

Reprinted from the part before: 6 entries, then new ones.
structure | TbREL1 primary
N/C(=N/[N+](=O)[O-])N1CCN(C(=O)c2ccc(Cl)cc2)CC1 | 2
COc1cc2c(cc1OC)C(C(=O)NC(C)C)C1CCCCN1C2=O (stereo not drawn) | 1
C[C@]12CCC3C(CC[C@H]4C[C@@H](O)CC[C@]34C)C1C[C@@H](O)[C@@H]2O (stereo partly drawn) | 5
CCNc1nc(Cl)nc(NC(C)C)n1 | 2
COC(=O)C1=C(c2ccc(OC)c(OC)c2)C[C@@H]2CC[C@H]1N2C(=O)NCC1CC1 | -1
CCC(=O)N1CCN(CCN=Cc2c(O)n(C)c(=O)n(C)c2=O)CC1 | -2
CCOP(=O)(OCC)C(NC(=O)c1ccccc1Cl)=C(Cl)Cl | 7
S=P(c1ccccc1)(c1ccccc1)c1cnc2ccccn12 | 2
Cc1c(C(=O)N2CCC3(CC2)OCCO3)sc2ncnc(N(C)c3ccccc3)c12 | 0
CC(C)C(=O)c1cn(Cc2ccc(C#N)cc2)c2ccccc12 | 2
Cc1onc(-c2ccccc2)c1C(=O)N1CCC2(CC1)OCCO2 | 5
Cn1cccc1CN1CCN(C(=O)COc2ccccc2)CC1 | 4
CCC1=Nc2cc(C(=O)N3CCC4(CC3)OCCO4)ccc2Sc2ccccc21 | 1
COc1ccc(N/N=C/c2c(O)n(-c3cccc(C)c3)c(=O)[nH]c2=O)cc1 | -2
CC1(C)N2CC3([N+](=O)[O-])CN1CC([N+](=O)[O-])(C2)C3 | 3
CCN(CC)CCN=Cc1c(O)n(Cc2ccccc2)c(=O)[nH]c1=O | 0
COc1ccccc1N1C(=O)NC(=O)/C(=C/c2ccc([N+](=O)[O-])s2)C1=O | 8
FC(F)(F)c1ccc(CN2CCNCC2)cc1 | 10
O=C(O)c1cc2ccccc2n1C1CCN(Cc2ccccc2)CC1 | -3
COc1ccc(C2SCC(=O)Nc3c2c(=O)[nH]n3C2CCCCCC2)cc1OC (stereo not drawn) | -4
CCOc1cccc(N2C(=O)CC(=O)NC2=O)c1 | -2
O=C(O)[C@H]1NC[C@H]2C[C@H]21 | 0
CCCCOC(=O)C1=C(N)OC2=C(C(=O)CCC2)[C@]12C(=O)Nc1ccccc12 | -3
Cc1cc(OCC(=O)O)c2c3c(c(=O)oc2c1)CCCC3 | 3
C=CCN1C(=O)/C(=C/c2ccc(N3CCOCC3)o2)C(=O)NC1=S | 5
COC(=O)C1=C(c2ccc3ccccc3c2)C[C@@H]2CC[C@H]1N2C(=O)N1CCOCC1 | -1
CCCc1nc2ccccc2c(=O)n1-c1ccccc1OC | 0
CCOC(=O)c1c(/N=C/c2c(O)n(-c3ccc(F)cc3)c(=S)[nH]c2=O)sc2c1CCCC2 | 1
CN(C)C(=O)Oc1ccc(-c2nnco2)cc1 | 0
OC(CN1CCOCC1)c1csc2ccccc12 (stereo not drawn) | 4
CC(=Nc1ccc(F)cc1)c1c(O)n(C)c(=O)[nH]c1=O | 3
CC1=NNC(=O)C1Br (stereo not drawn) | -6
c1ccc(Cc2cnc(N3CCNCC3)nc2)cc1 | 5
CC(=O)Nc1ccccc1C(=O)OCC(=O)c1ccc2ccccc2c1 | 0
CC12CCC3c4ccc(OP(=O)(N5CC5)N5CC5)cc4CCC3C1CCC2=O (stereo not drawn) | -2
O=C1NC(=S)NC(=O)C1=Cc1cccc2cc3ccccc3cc12 | 2

Sorted by count of non-hydrogen atoms (high to low): some entries from above
structure | TbREL1 primary
CC12CCC3c4ccc(OP(=O)(N5CC5)N5CC5)cc4CCC3C1CCC2=O (stereo not drawn) | -2
Cc1cc(OCC(=O)O)c2c3c(c(=O)oc2c1)CCCC3 | 3
c1ccc(Cc2cnc(N3CCNCC3)nc2)cc1 | 5

New compounds follow
structure | TbREL1 primary
Cc1ccccc1C1=NCC(=O)N(CC(=O)NCc2ccco2)c2sc3c(c21)CCCC3 | 0
O=C1NC(=O)N(c2ccc3c(c2)OCO3)C(=O)/C1=C\c1ccc(-c2ccccc2C(=O)O)o1 | 4
Cc1cccc(C(=O)NC(Oc2ccccc2)C(Cl)(Cl)Cl)c1 (stereo not drawn) | 1
COC(=O)C1=C(c2ccccc2OCc2ccccc2)C[C@@H]2CC[C@H]1N2C(=O)NCc1ccc(OC)cc1 | -1
O=S(=O)(O)C(=Cc1ccccc1)c1ccccc1 (tested in a mixture with another compound) | 0
O=C(Cn1nc(Cc2cccnc2)c2ccccc2c1=O)N1CCC2(CC1)OCCO2 | 2
COC(=O)C1=C(c2ccc(C(C)=O)cc2)C[C@@H]2CC[C@H]1N2C | -1
c1ccc(CCn2nnnc2CN2CCC(n3nnc4ccccc43)CC2)cc1 | -1
Cc1ccc[n+](CC(O)Cn2c3ccccc3c3ccccc32)c1 (stereo not drawn) | -1
CCC(Oc1cc(Cl)ccc1Cl)C(=O)N1CCC2(CC1)OCCO2 (stereo not drawn) | 0
O=S(=O)(NC1CCCCCCC1)OCC(Cl)(Cl)Cl | 5
CCC(=NCCc1c[nH]c2ccccc12)c1c(O)n(C)c(=O)n(C)c1=O | -2
O=c1[nH]c(=O)n(CCc2ccc(F)cc2)c(O)c1/C=N/N1CCCCC1 | 0
COC(=O)C1=C(c2cc3ccccc3s2)C[C@@H]2CC[C@H]1N2C(=O)N1CCCCC1 | -2
Cc1ccccc1NP(=O)(Oc1ccccc1F)Oc1ccccc1F | 5
Cc1cccc(N2C(=O)NC(=O)/C(=C/c3cc4c(cc3[N+](=O)[O-])OCO4)C2=O)c1 | 4
O=C(CN1CCCC1=O)Nc1ccccc1 | 1
CCOC(=O)C1=C(N)Oc2cc(C)oc(=O)c2C12C(=O)N1c3c(cccc32)C(C)=CC1(C)C (stereo not drawn) | -1
C[C@]12CC[C@H](OC(=O)CCC(=O)O)CC1=CCC1C2CC[C@@]2(C)C1CC[C@@H]2OC(=O)CCC(=O)O (stereo partly drawn) | 4
CCOC(=O)C1=C(C)OC(N)=C(C(=O)OCC)[C@@]12C(=O)N(CC(N)=O)c1ccccc12 | 1
O=C(c1ccccc1F)c1cn(Cc2ccc(F)cc2)c2ccccc12 | -2
O=C1C2CCCN2C(c2ccncc2)N1c1ccc(Cl)c(Cl)c1 (stereo not drawn) | 0
CC(=O)Nc1ccc(S(=O)(=O)N2Cc3cnnn3-c3ccccc3C2C#N)cc1 (stereo not drawn) | 3
CCC(CC)NC1CCCCC1OC (stereo not drawn) | 2
Cc1cc(/C=C2\C(=O)NC(=O)N(Cc3ccco3)C2=O)c(C)n1-c1ccc(C(=O)O)cc1 | 16*
CC(NCc1cccc(Cl)c1Cl)C(O)c1ccccc1 (stereo not drawn) | -1
COP(=O)(OC)/C(C=O)=N/Nc1ccc([N+](=O)[O-])cc1 | 0
Brc1csc(N2CCNCC2)n1 | 3
COC(=O)C1=C(c2ccc(-c3ccccc3)c(F)c2)C[C@@H]2CC[C@H]1N2C(=O)NCCOc1ccccc1Cl | -2
CCOC(=O)N1CCC(NC(=O)CCc2nc(C3=CCN(C)CC3)no2)CC1 | 2
CC(NC(=O)OCc1ccccc1)P(=O)(Oc1ccccc1)Oc1ccccc1 (stereo not drawn) | 1
Cn1c(O)c(C(=O)c2ccccc2F)c(=O)n(C)c1=O | 1
COc1cc2c(cc1OC)C(C(=O)NCCC(C)C)C1CCCCN1C2=O (stereo not drawn) | -2
NCC(CC(=O)O)c1ccc(Cl)cc1 (stereo not drawn) | -3

Screening results deposited in PubChem BioAssay by The Scripps Research Institute Molecular Screening Center.

Not all compounds are listed; the hit share may differ from the screen's.
